Bioassay records: PubChem, National Center for Advancing Translational Sciences (NCATS)
KDM5B inhibitor: blocks human KDM5B histone demethylase activity; Q9UGL1; KDM5B demethylase, FDH-coupled NADH fluorescence (FDH is formaldehyde dehydrogenase); Potency, µM (series often up to 57.7 µM), for the others: at the highest dose activity change, negative = inhibition, most hits filed as inhibitors; 220,000 compounds, 2.6% hits; active = well fitted inhibition curve with a large enough effect; inconclusive = small, poorly fitted or top-dose-only effect; inactive = no such curve, though single readings can be large or run the other way; note: 0% is about no effect; nearly all actives have a fitted effect of over 70% in size
Target sequence (Q9UGL1 whole entry, looked up): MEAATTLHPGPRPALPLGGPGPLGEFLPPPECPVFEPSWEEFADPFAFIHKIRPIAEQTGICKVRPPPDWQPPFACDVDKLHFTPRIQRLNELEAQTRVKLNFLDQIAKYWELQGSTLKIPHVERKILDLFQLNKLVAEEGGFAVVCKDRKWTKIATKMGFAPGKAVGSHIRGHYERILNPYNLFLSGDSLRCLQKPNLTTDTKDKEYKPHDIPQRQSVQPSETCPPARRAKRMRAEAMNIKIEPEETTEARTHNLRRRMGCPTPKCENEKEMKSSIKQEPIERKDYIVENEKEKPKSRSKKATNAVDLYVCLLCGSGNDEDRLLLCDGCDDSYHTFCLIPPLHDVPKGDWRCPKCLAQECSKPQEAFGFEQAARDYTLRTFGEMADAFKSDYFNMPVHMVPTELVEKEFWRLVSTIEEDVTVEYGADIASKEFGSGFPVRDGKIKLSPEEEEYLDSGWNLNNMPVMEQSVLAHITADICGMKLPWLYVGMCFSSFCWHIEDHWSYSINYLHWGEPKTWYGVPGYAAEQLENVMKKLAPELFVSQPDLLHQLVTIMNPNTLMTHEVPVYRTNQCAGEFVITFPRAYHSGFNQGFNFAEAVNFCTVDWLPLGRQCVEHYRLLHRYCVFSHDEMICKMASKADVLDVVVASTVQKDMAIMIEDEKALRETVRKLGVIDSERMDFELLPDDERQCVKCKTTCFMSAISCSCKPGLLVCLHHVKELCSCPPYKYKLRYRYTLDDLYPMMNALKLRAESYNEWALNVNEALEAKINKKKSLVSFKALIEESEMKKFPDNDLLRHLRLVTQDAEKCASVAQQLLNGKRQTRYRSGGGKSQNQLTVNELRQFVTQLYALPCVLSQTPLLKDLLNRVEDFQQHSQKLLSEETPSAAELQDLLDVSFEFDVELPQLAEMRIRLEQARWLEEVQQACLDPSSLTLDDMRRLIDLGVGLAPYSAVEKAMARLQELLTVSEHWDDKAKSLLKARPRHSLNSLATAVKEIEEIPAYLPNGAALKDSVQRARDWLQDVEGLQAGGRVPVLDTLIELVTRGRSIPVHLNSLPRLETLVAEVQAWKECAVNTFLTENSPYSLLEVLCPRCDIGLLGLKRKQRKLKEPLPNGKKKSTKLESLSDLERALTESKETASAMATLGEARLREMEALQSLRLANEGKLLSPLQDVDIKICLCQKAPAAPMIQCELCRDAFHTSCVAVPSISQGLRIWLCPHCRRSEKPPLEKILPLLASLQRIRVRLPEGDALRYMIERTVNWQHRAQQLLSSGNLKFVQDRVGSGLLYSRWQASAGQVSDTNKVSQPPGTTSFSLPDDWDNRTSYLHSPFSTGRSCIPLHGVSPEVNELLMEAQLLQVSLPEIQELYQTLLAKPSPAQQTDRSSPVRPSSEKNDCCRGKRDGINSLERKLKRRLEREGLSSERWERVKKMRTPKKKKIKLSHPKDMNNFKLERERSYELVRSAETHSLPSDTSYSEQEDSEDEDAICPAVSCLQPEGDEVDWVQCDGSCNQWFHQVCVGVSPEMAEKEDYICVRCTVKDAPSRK
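qHTS format, multiple compound concentrations. Buffer 50 mM HEPES pH 7.5/0.01% Tween-20; 200 nM KDM5BΔAP final; 10 min compound preincubation; substrate-mix levels 12.5 µM peptide, 25 µM α-KG, 0.25 mM NAD⁺; 30 min RT; ΔRFU.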
Active calls of the source: *; ? = inconclusive; [ ] = remark or other dose. Potency is the fitted concentration of half-maximal effect. The list is partial (hit frequency here may not be typical).

SMILES | KDM5B inhibitor
CCOc1ccccc1NC(=O)C(C)Sc1nc2c(c(=O)[nH]1)CCCC2 (stereo not given) | 0%
CCOC(=O)C(C)N1C(=O)S/C(=C/c2cn(C)c3ccccc23)C1=O (stereo not given) | -15%
CC(=O)Nc1ccc(S(=O)(=O)NCC(=O)NC(C)c2ccc(S(N)(=O)=O)cc2)cc1 (stereo not given) | 34%[activator]
O=C(N[C@@H]1CN(C(=O)Nc2ccccc2)CCC[C@H]1O)c1ccc(O)cc1 | 12%[86.2 µM]
CCOC(=O)c1c(NC(=O)Cc2coc3ccc(CC)cc23)sc2c1CCC2 | 19%
O=[N+]([O-])c1ccccc1OCCOc1ccccc1[N+](=O)[O-] | -5%
CC(C)CNc1oc(-c2ccccc2F)nc1C#N | ?
CCCCOc1ccccc1NC(=O)Cn1c(-c2cncs2)nc2ccccc21 | ?
CC(C)(CC1Cc2ccccc2C1)NC(=O)C1CC2(CCNCC2)CN1 (stereo not given) | -31%
CCn1cc(C(=O)NCCc2ccc(C)cc2)c(=O)c2cc(S(=O)(=O)N(C)C)ccc21 | -23%[11.5 µM]
Cc1ccc(C(=O)N2CCC3(CC2)NC(=O)N(c2ccc(F)cc2)N3)cc1 | -11%
CCc1ccc(S(=O)(=O)N2CCN(C(=O)C3CCN(C(C)=O)CC3)CC2)cc1 | 3%
COc1ccccc1CNC(=O)Cc1c(C)c2ccc(OC)c(OC)c2oc1=O | ?
O=C(c1cccs1)N1CC[C@@H]2[C@@H](CCC(=O)N2CCc2cnc[nH]2)C1 | -1%
COCCn1c(COc2ccccc2-c2ccccc2)nnc1SCC(=O)c1ccccc1Cl | -5%
CC(C)CNC(=O)N1CC[C@H]2C(=O)NCCCCCCN(Cc3ccncc3)[C@@H]2C1 | ?
Cc1ccc2c(Cn3ccnc3)cc(=O)oc2c1C | -7%
CC(N)C1CC1 (stereo not given) | 8%
Cc1ccc(N2CCN(C(=O)c3c4c(nc5ccccc35)C(=O)N(C3CCCCC3)C4)CC2)c(C)c1 | -11%
CN(CCc1ccccn1)c1ccc(-c2nc(COc3ccccc3)no2)cn1 | 28µM*
Cc1ccc(C(=O)N2CCN(c3cc(-c4ccc(Cl)cc4)[nH]n3)CC2)c(C)c1 | -2%
OC(CN1CCCC(C(F)(F)F)C1)c1ccccc1 (stereo not given) | 19%
COCCc1nncn1C1CCN(S(=O)(=O)c2ccc(Cl)cc2)CC1 | -8%
Cc1ccccc1C(OC(=O)c1nn(C)c(=O)c2ccccc12)C(F)(F)F (stereo not given) | 32%[activator]
Cc1noc(C)c1S(=O)(=O)N1CCC2(CC1)c1[nH]c3ccccc3c1CCN2C | -3%

Exported with each value named: entries from further up.
Cc1ccc(C(=O)N2CCN(c3cc(-c4ccc(Cl)cc4)[nH]n3)CC2)c(C)c1
  KDM5B inhibitor: -2%
OC(CN1CCCC(C(F)(F)F)C1)c1ccccc1 (stereo not given)
  KDM5B inhibitor: 19%
COCCc1nncn1C1CCN(S(=O)(=O)c2ccc(Cl)cc2)CC1
  KDM5B inhibitor: -8%
Cc1ccccc1C(OC(=O)c1nn(C)c(=O)c2ccccc12)C(F)(F)F (stereo not given)
  KDM5B inhibitor: 32%[activator]

Continuation:
SMILES | KDM5B inhibitor
CC(C)c1nnc(NC(=O)c2cccc3ncccc23)s1 | 11%
CCCCC(=O)N(c1ccc2oc(C)c(C(C)=O)c2c1)S(=O)(=O)c1ccc(F)cc1C | -2%
O=C1NC2(CCN(Cc3cccc4ccccc34)C2)OCc2ccccc21 (stereo not given) | 16%
Cc1nc2cc(F)ccc2cc1C(=O)NCc1ccc(C(=O)N2CCCC2)cc1 | -6%
COCCOCC(=O)N1CC2CC(C1)[C@H]1CCCC(=O)N1C2 (stereo not given in full) | 25%
Cc1ccc(C)c(CSc2cn(CC(=O)N3CCCCCC3)c3ccccc23)c1 | -8%
O=C(CC(c1cccc([N+](=O)[O-])c1)c1c[nH]c2ccccc12)NCCc1ccccc1 (stereo not given) | -31%
Cc1cc(C)cc(NC(=O)CSc2nc3sc4c(c3c(=O)[nH]2)CCCC4)c1 | ?
O=C(NCCNC(=O)c1cc2ccccc2[nH]1)C(=O)NC1CCCC1 | 11%
O=C(NCc1ccccc1)C1Cc2ccccc2S1 (stereo not given) | -4%
CCOc1nccnc1NC1CCN(C(=O)c2cccnc2)CC1 | 28µM*
CCN(Cc1ccc(N(C)C)cc1)C(C)C(=O)Nc1ccc(S(=O)(=O)N2CCCC2)cc1 (stereo not given) | ?
CCOC(=O)CN1CCN(c2nc3c(c(=O)[nH]c(=O)n3C)n2Cc2cccc3ccccc23)CC1 | 0%
COc1cc(C2c3c(-c4cc(Cl)c(C)cc4O)n[nH]c3C(=O)N2Cc2cccnc2)ccc1O (stereo not given) | -10%
CC(=O)NC[C@H]1CCN(S(=O)(=O)c2ccc3c(c2)CCC3)C[C@H]1N(C)C | 2%
COCCNC(=O)[C@@H]1C[C@H](Oc2ccccc2)CN1C(=O)Cc1cccc(F)c1 | 13%
O=C(NCCN1CCCCC1)C1CCc2ncc(-c3ccc(F)cc3)n2C1 (stereo not given) | -13%
CC(Sc1ncc(C(F)(F)F)cc1Cl)C(=O)Nc1ccccc1F (stereo not given) | 8%
COc1cccc(NC(=O)CN(C)C(c2ccccc2)c2ccccc2)c1 | -21%
OCc1ccc(CN2Cc3[nH]cnc3C[C@H]2c2nc(-c3ccc4ccccc4c3)no2)o1 | ?
COc1ccc(-c2c(C)oc3cc(OC(=O)C(C)C)ccc3c2=O)cc1OC | -5%
CC(OC(=O)c1cc(C2CC2)nn1-c1ccccc1)C(=O)Nc1ccccc1 (stereo not given) | -14%
C=CCN(CCC(=O)NC(=O)NC)CCc1ccccc1 | -2%
O=C(NCCNC(=O)c1cc2ccccc2[nH]1)c1ccccn1 | -24%
Cc1cc(N2CCN(C(C(=O)O)c3c[nH]c4ccc(Cl)cc34)CC2)nc2ccccc12 (stereo not given) | ?
SMILES | KDM5B inhibitor
CCOC(=O)C(C)Oc1ccc2c(-c3ccccc3)cc(=O)oc2c1C (stereo not given) | 9%
O=C(Nc1ccc(Cl)c(S(=O)(=O)N2CCCC2)c1)c1n[nH]c(=O)c2ccccc12 | -1%
O=C(CCS(=O)(=O)c1ccccc1)N[C@H]1[C@@H]2CCO[C@@H]2[C@@H]1C1CCCC1 | 11%
CCCc1cc(=O)oc2cc(OCC(=O)NCC(C)C)ccc12 | ?
CCS(=O)(=O)c1ccc2oc([C@H]3CCN(Cc4cccc(Cl)c4)C3)nc2c1 | ?
O=C(O)CCCN1C(=O)c2ccccc2Sc2ncccc21 | -2%
CC(C)c1nnc(SCC(=O)Nc2ccc3c(c2)OCCO3)n1C | -7%
O=C(NC[C@H]1O[C@@H](CO)[C@@H](O)[C@H]1N1CCc2ccccc2C1)Nc1cccc(Cl)c1 | -17%
Cc1ccccc1C(=O)NCC(c1ccc(N(C)C)cc1)N1CCCC1 (stereo not given) | -27%
COc1ccc2c(c1)c1c(c(=O)n(-c3ccc(F)c(Cl)c3)c(=O)n1CC(N)=O)n2C | ?
COc1ccccc1CNC(=O)C1(CCO)CCN(Cc2ccccc2)C1 (stereo not given) | 12%
Cc1ncsc1CN1CCC2(CC1)CC(CC(=O)NC1CC1)CCO2 (stereo not given) | ?
CCCCOc1ccc(C(=O)NCC(c2ccc(Cl)cc2)N2CCOCC2)cc1 (stereo not given) | -12%
Cc1noc2ccc(-c3cccnc3)nc12 | -14%[149 µM]
O=C(O)c1ccccc1-c1ccco1 | -10%
Cc1ccccc1NC(=O)Nc1cccs1 | -12%
O=C(C1CCCC1)N1Cc2ccccc2CC2(CCCN(CC3CCNC3)C2)C1 (stereo not given) | ?
COc1ccc(-c2cc(N3CCCN(C(=O)C4CCN(C(=O)c5ccccc5)CC4)CC3)n[nH]2)cc1 | ?
Cc1cc(C)cc(C(=O)n2nc(C)c(S(=O)(=O)N3CCCCCC3)c2C)c1 | -28%
Cc1noc(C)c1-c1cnc2[nH]cc(CC(=O)N3CCOCC3)c2c1 | 35µM*
O=C(Nc1ccc(F)cc1)C1CCCN(c2nc3ncccc3o2)C1 (stereo not given) | ?
COc1ccc(CCC(=O)Nc2cc(S(=O)(=O)N3CCCCC3)ccc2N(C)C)cc1 | ?
O=C(CCCn1c(=O)c2cccn2c2ccc(Br)cc21)N1CCN(c2ccccn2)CC1 | -10%
COc1ccccc1N1CCN([C@@H]2[C@H](O)[C@H](CO)O[C@@H]2CNC(=O)c2ccc(F)c(Cl)c2)CC1 | -15%
O=C(Oc1ccc(/C=N/NC(=O)c2ccco2)cc1)c1ccccc1 | -7%

Ordered by length of the SMILES (ascending): part of the list above.
SMILES | KDM5B inhibitor
Cc1ncsc1CN1CCC2(CC1)CC(CC(=O)NC1CC1)CCO2 (stereo not given) | ?
CCCCOc1ccc(C(=O)NCC(c2ccc(Cl)cc2)N2CCOCC2)cc1 (stereo not given) | -12%
O=C(Nc1ccc(Cl)c(S(=O)(=O)N2CCCC2)c1)c1n[nH]c(=O)c2ccccc12 | -1%
O=C(CCS(=O)(=O)c1ccccc1)N[C@H]1[C@@H]2CCO[C@@H]2[C@@H]1C1CCCC1 | 11%

New compounds follow
SMILES | KDM5B inhibitor
COCc1nnc([C@@H]2CC(F)(F)CN2Cc2ccc(OC)cc2)o1 | 8%
O=C(Nc1ccc2c(c1)OCCO2)N1CCC(N2CC3CC(C2)[C@H]2CCCC(=O)N2C3)CC1 (stereo not given in full) | -6%
O=S1(=O)NC2(CCCN(Cc3ccc(Cl)cc3)C2)COc2ccccc21 (stereo not given) | -12%[115 µM]
COc1ccccc1C1CCN(Cc2ccc(Cl)cc2Cl)CC1 | 22%
NS(=O)(=O)c1ccc(NC(=O)COC(=O)c2ccc([N+](=O)[O-])s2)cc1 | -1%
CC(=O)c1cccn1S(=O)(=O)c1ccccc1 | 42%[activator]
CCn1c(C(=O)NCc2cccc(Br)c2)cc2oc3ccccc3c21 | ?
Cc1cccc(OCC(O)Cn2c(NCCN(C)C)nc3c2c(=O)n(C)c(=O)n3C)c1 (stereo not given) | 5%
COc1ccc(S(=O)(=O)N2CCN(C(=O)c3oc4ccccc4c3C)CC2)cc1 | 11%
CONC(=O)COCc1nc2ccccc2s1 | 19%
COc1ccc(-c2cnc(NC(=O)Cc3ccc(F)cc3)c3c2CCO3)cn1 | ?
CC(C)S(=O)(=O)N1CCC2(CC1)CC(N1CCN(c3ccccn3)CC1)CCO2 (stereo not given) | -18%
COc1ccc(NC(=O)NCCn2nnc3cc(S(=O)(=O)N(C)C)ccc32)cc1 | -15%
CC(Oc1ccc(Br)cc1)c1nc(-c2cccnc2)no1 (stereo not given) | 12%
CCOc1ccccc1CNC(=O)C1CCN(C(=O)N2CC(CC)Oc3ccc(C)cc32)CC1 (stereo not given) | -13%
COc1ccc(NC(=S)N2CCN(CCO)CC2)c(OC)c1 | -14%
Cc1noc(C)c1S(=O)(=O)N1CCCC(Cc2nncn2CC2CC2)C1 (stereo not given) | 1%
CCC(C)NC(=O)Cc1c(OC)ccc2cc(Br)ccc12 (stereo not given) | -6%
COc1ccc(-c2cc(C(=O)NC(C)(C)C)c3ccccc3n2)c(OC)c1 | ?
Cc1cnc2c(S(=O)(=O)N3CCCC3C(=O)N(C)C)cccc2c1 (stereo not given) | 10%
CC(C)CN1CCN(C(=O)CCC[C@H]2NC[C@@H]3C[C@H]2CN(Cc2ccccc2)C3)CC1 | 6.3µM*
Cc1[nH]c2ccccc2c1C(=O)C(=O)Nc1ccc(Cl)c(Cl)c1 | -5%
COc1ccc(F)c(CN2CCC3(CCC(=O)N(CCO)C3)CC2)c1 | 1%
Cc1cccc(C)c1NC(=O)CO/N=C/c1ccccc1O | 20%
COc1ccccc1-c1ccc(CN2CC3CCC(C2)N3c2ccc(C(F)(F)F)cc2)cc1 | -7%[115 µM]
SMILES | KDM5B inhibitor
CCN1CC2(CCC1=O)CCN(Cc1ccc(C(F)(F)F)c(F)c1)CC2 | 7%
CN(C)[C@H]1C[C@@H](Cc2cc(COc3ccccc3)on2)C1(C)C | 13%[86.2 µM]
COc1cncc(Nc2cnc3ccc(-c4ccccc4)nn23)c1 | ?
CC(C)CCn1c(NCCCO)nc2c1c(=O)[nH]c(=O)n2C | 10%
CCOC(=O)c1oc2cc(O)ccc2c(=O)c1-c1nc2ccccc2s1 | -23%
O=c1cc(N2CCOCC2)oc2c(-c3ccc(F)c(Cl)c3)nccc12 | 20µM*
CC(C)CC(=O)N1CCC2(CC1)CN(Cc1ccccc1)CC2CO (stereo not given) | -12%
O=C(Cn1nc(-c2ccccc2)c2cnc3ccccc3c21)Nc1ccccc1 | -21%
O=C(NC1CCCCCC1)c1ccc(N2CC3CC(C2)[C@H]2CCCC(=O)N2C3)nc1 (stereo not given in full) | ?
O=C(C[C@@H]1C[C@H]2O[C@H](CNCc3ccncc3F)[C@@H](O)[C@H]2O1)N1CCC(F)(F)C1 | 18%[86.2 µM]
Brc1ccc(-c2nnc(COc3cccc(-n4cnnn4)c3)o2)o1 | -4%
O=C(CCOc1ccc(Cl)cc1)N1CCC(c2nnc3n2CCC3)CC1 | -10%
O=C(CCCn1nnnc1CN1CCOCC1)N1CCCCC1CCc1ccccn1 (stereo not given) | -12%

Random excerpt: 6 records from the list
SMILES | KDM5B inhibitor
O=C(CCCn1nnnc1CN1CCOCC1)N1CCCCC1CCc1ccccn1 (stereo not given) | -12%
Brc1ccc(-c2nnc(COc3cccc(-n4cnnn4)c3)o2)o1 | -4%
O=C(CCOc1ccc(Cl)cc1)N1CCC(c2nnc3n2CCC3)CC1 | -10%
CC(C)CC(=O)N1CCC2(CC1)CN(Cc1ccccc1)CC2CO (stereo not given) | -12%
CC(C)CCn1c(NCCCO)nc2c1c(=O)[nH]c(=O)n2C | 10%
O=c1cc(N2CCOCC2)oc2c(-c3ccc(F)c(Cl)c3)nccc12 | 20µM*
